Assay outcomes deposited in PubChem by several laboratories.
FLuc inh counter – firefly luciferase enzyme inhibitors, primary screen, artefact control for luciferase-based inhibitor screens, biochemical, luminescence, ATPLite; Luciferin 4-monooxygenase (Photinus pyralis), P08659; 10 min; inhibition, % at 10 µM; 200,000 tested, 1.5% active; AID 1006, 2008;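 active = inhibition above about 50% when tested at 10 µM, limit read from the data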
Target sequence (P08659 whole entry, looked up): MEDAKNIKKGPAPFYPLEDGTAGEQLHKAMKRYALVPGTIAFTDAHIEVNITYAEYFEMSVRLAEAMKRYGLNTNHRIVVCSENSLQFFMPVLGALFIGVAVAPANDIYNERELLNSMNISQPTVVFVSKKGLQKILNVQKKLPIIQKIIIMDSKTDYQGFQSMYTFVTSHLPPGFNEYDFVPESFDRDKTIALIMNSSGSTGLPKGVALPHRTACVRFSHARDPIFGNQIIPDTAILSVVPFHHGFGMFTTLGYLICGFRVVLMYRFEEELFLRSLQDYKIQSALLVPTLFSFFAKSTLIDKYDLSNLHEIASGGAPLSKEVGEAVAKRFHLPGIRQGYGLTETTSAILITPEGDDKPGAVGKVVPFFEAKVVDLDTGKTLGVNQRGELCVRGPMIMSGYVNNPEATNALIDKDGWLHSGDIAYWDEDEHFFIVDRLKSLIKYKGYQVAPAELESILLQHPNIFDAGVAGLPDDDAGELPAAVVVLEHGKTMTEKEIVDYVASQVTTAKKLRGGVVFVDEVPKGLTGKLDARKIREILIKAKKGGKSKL
Lmaj promast – Leishmania major promastigote growth inhibition, primary screen; Leishmania major promastigotes, resazurin fluorescence viability; inhibition, % at 10 µM; 200,000 tested, 9% active; in the data active = inhibition above about 50%;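 also: promastigotes grown with compound for 44 hours at 28 °C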
TNAP inh no acc – human TNAP enzyme inhibitors, primary screen, biochemical, luminescent, no phosphate acceptor, uHTS. Alkaline phosphatase, tissue-nonspecific isozyme (Homo sapiens), P05186. purified TNAP, CDP-star luminescence, 30 min. inhibition, % at 20 µM. 200,000 tested, 0.26% active. AID 1012, 2008;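 active = tissue-nonspecific alkaline phosphatase inhibition above about 50% at 20 µM in the single-dose screen, limit read from the data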;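 also: 0% = DMSO negative control and 100% = EDTA positive control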
TNAP inh hiacc – human TNAP enzyme inhibitors, primary screen, biochemical, luminescent, high phosphate acceptor level, uHTS; Alkaline phosphatase, tissue-nonspecific isozyme (Homo sapiens), P05186; purified TNAP, CDP-star luminescence, 1 M DEA; inhibition, % at 20 µM; 200,000 tested, 0.03% active; AID 1135, 2008;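 active = over 50% inhibition of tissue-nonspecific alkaline phosphatase at 20 µM in the single-dose screen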;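 also: plate controls were DMSO wells for no effect and EDTA-quenched wells as full inhibition for full effect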
TNAP act hi DEA – TNAP activators at high phosphate acceptor level, primary screen, biochemical, luminescence, uHTS. 200,000 tested, under 10 active. Alkaline phosphatase, tissue-nonspecific isozyme (Homo sapiens), P05186. activation factor at 20 µM. purified TNAP, CDP-star luminescence, 1 M DEA, 30 min; hits give high values; 0 = EDTA background, 1 = DMSO-only activity;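 active = activation factor at least 2 at 20 µM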
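Assay system: human TNAP; Input: enzyme diluted 1/800 final; Reagent: CDP-star luminogenic substrate at 100 µM final; Timing: 30 min, room temperature; Signal: luminescence; Evaluation: TNAP activation factor scaled between EDTA and DMSO control wells.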
bIAP act – bovine intestinal alkaline phosphatase activators, primary screen, biochemical, bovine IAP, CDP-star luminescence. alkaline phosphatase, intestinal [Bos taurus]. purified bovine IAP, 30 min; hits give high values; fold of DMSO-control signal, blank-subtracted. activation factor at 20 µM. 200,000 tested, 0.17% active. AID 1016, 2008;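 active = activation factor of 2 or more at 20 µM, a signal rise over negative controls twice the positive control's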
RAM network inh – inhibitors of the yeast RAM network, primary screen, dse1pr::URA3 reporter, 5-FOA selection. S. cerevisiae dse1pr::URA3 reporter, 5-FOA growth OD615, 2 d; analog-sensitive cbk1-as2 kinase mutant strain. inhibition, % at 50 µM. 190,000 tested, 1.8% active. AID 868, 2007;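 active = inhibition above a set limit, 3 SD over mean compound inhibition, cut at about 8.4% in these data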;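 also: 0% = DMSO-only wells with no growth and 100% = 10 µM 1-NA-PP1 full growth; inhibition rescues growth on 5-FOA so higher OD means more RAM inhibition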
bIAP inhibitor – bovine intestinal alkaline phosphatase inhibitors, primary screen, selectivity assay for TNAP inhibitor project, biochemical, bovine IAP, CDP-star luminescence; AID 1019, 2008; inhibition, % at 20 µM; 190,000 tested, under 10 active; alkaline phosphatase, intestinal [Bos taurus]; purified bovine IAP, 30 min;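 active = over 50% inhibition of intestinal alkaline phosphatase at 20 µM in the single-dose screen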
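test system = bovine IAP enzyme | medium = DEA buffer 100 mM, pH 9.8, with MgCl2 1.0 mM, ZnCl2 0.02 mM | detection = luminescence | dosing = single compound dose of 20 µM, 2% DMSO final | incubation = 30 min reaction at room temperature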
APP 5UTR inh – inhibitors of APP translation via 5'UTR reporter, primary screen, APP 5'UTR luciferase, SH-SY5Y cells. SH-SY5Y APP 5'UTR-luciferase reporter, luminescence. inhibition, % at 2 µM. 190,000 tested, 0.82% active. AID 1285, 2008;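 active = inhibition above a set limit, derived from the sample mean plus 3 SD, cut at about 45% in these data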; also: values of inactives mirror those of a sister screen read the other way
FLuc act counter – FLuc activators, initial screening, artefact control for FLuc-dependent activation tests, biochemical, ATPlite luminescence | AID 1027, 2008 | activation factor at 10 µM | ATPlite luciferase biochemical, 10 min; 0 = ATP-free wells, 1 = DMSO control | Luciferin 4-monooxygenase (Photinus pyralis), P08659 | 200,000 tested, under 10 active;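 active = luciferase activation factor, scaled between plate controls, of at least 2 with compound at 10 µM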
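assay system = Luciferase/luciferin detection reagent, cell-free biochemical luciferase assay | also added = ATP substrate | times = 10 min post-reagent at room temperature | measured by = luminescence from luciferase reaction | measure = luciferase activation, seen as luminescence increase over controls | benchmarks = low control with PBS replacing ATP, high control enzyme plus ATP without compound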
* hit, by the source's call; / = no result given.

The opening 2 compounds as a preview:
SMILES	FLuc inh counter	Lmaj promast	TNAP inh no acc	TNAP inh hiacc	TNAP act hi DEA	bIAP act	RAM network inh	bIAP inhibitor	APP 5UTR inh	FLuc act counter
CCC(=O)Nc1ccc(-c2nnc(SCC(=O)Nc3nccs3)n2C)cc1	-4	-4	-15	-7	1.1	1	3.1	-1	16	1
Cc1cc(NC(=O)CSc2nc3ccccc3c(=O)n2CCCC(=O)NCc2ccco2)n[nH]1	-4	-2	-14	-2	1	1.4	2.8	-35	2	1

All compounds of this part, from the start:
SMILES	FLuc inh counter	Lmaj promast	TNAP inh no acc	TNAP inh hiacc	TNAP act hi DEA	bIAP act	RAM network inh	bIAP inhibitor	APP 5UTR inh	FLuc act counter
CCC(=O)Nc1ccc(-c2nnc(SCC(=O)Nc3nccs3)n2C)cc1	-4	-4	-15	-7	1.1	1	3.1	-1	16	1
Cc1cc(NC(=O)CSc2nc3ccccc3c(=O)n2CCCC(=O)NCc2ccco2)n[nH]1	-4	-2	-14	-2	1	1.4	2.8	-35	2	1
CNc1nc(-c2ccccc2)nc(-c2ccccc2)c1C#N	-3	-1	4	2	1	0.8	5.4	24	1	1
Clc1ccc2nc3c4ccccc4cnn3c2c1	63*	10	-2	-2	1	1.1	4.5	-11	-217	0.4
Cc1c(Cl)cccc1NC(=S)NN	-5	1	-7	-1	1	0.7	1.3	32	26	1.1
CCc1cccc(C)c1NC(=O)CN1C(=O)NC(Cc2ccccc2)C1=O (stereo not given)	-8	1	-9	-4	1	1.1	0.8	-10	-6	1.1
COc1ccccc1NS(=O)(=O)c1cc(NC(=O)Nc2ccccc2)ccc1N1CCCCC1	-1	91*	-71	-17	1.2	1	4.9	2	3	1
O=C(NNC(=S)NCc1ccc(Cl)cc1)c1ccc(Br)o1	3	-4	-9	-5	1	1	-0.3	-3	-2	1
CCOc1ccc(Br)cc1S(=O)(=O)Nc1ccc(C(=O)OCC(=O)N(C)c2ccccc2)cc1	-10	-10	-6	0	1	1	6.1	1	9	1.1
O=C(ON=C1CCN(S(=O)(=O)c2ccccc2)CC1)c1cccc(Cl)c1	0	-8	-10	-3	1	1	-0.5	-2	-6	1
CCOc1ccc(C(=O)/C=C/c2ccc(SC)cc2)cc1	18	14	-4	3	1	0.8	7.9	16	-4	0.8
Cc1ccc(Cn2cccc(NC(=O)c3ccco3)c2=O)cc1	5	-7	-10	-9	1.1	0.9	0.1	12	-18	0.9
O=C(c1ccccc1)c1ccc(OCCn2cnc3ccccc3c2=O)cc1	-6	-4	-5	-2	1	1	5.3	2	-9	1.1
COc1cc(/C=C/C(=O)OCC(=O)NC(=O)NC(C)C)cc(OC)c1OC	2	-7	-1	0	1	1.1	1.0	-13	3	1
Cc1c(Cl)cccc1NC(=O)COC(=O)c1c2c(nc3ccccc13)CCN(Cc1ccccc1)C2	-2	99*	-9	-4	1	1	-1.0	-2	10	1
COc1ccc(-c2cc(-c3nnc(COC(=O)CC4CCCC4)o3)c3ccccc3n2)cc1OC	-4	1	9	1	1	0.3	7.2	/	-11	1
CCn1c2ccccc2c2cc(NC(=S)N3CCOCC3)ccc21	-8	33	-15	-6	1.1	0.9	-0.1	5	-10	1.1
CN(C)/C=N/C(=S)Nc1ccccc1Cl	-4	-2	-5	-4	1	1.1	0.8	-11	-2	1
CCOc1ccc(C(C)NC(=S)NC2CCCCC2)cc1OCC (stereo not given)	-4	31	-11	-2	1	1.3	0.6	-33	18	1
O=C1OCCC1Sc1nnc(-c2ccco2)n1-c1ccccc1 (stereo not given)	-6	0	-12	-2	1	0.9	-1.0	7	-15	1.1
O=C(Cc1ccc([N+](=O)[O-])cc1)N/N=C/c1ccco1	-5	3	-5	0	1	1	0.5	0	-2	1.1
Cn1c2c(c(=O)n(C)c1=O)C(c1cccc([N+](=O)[O-])c1)Nc1ccccc1O2 (stereo not given)	-10	4	0	-2	1	0.9	0.0	5	8	1.1
Cc1nc2cc(NC(=O)NCc3ccco3)ccc2o1	5	6	-7	1	1	0.8	0.4	15	-20	0.9
Cc1ccsc1/C=N/NC(=O)c1ccncc1	3	-2	-6	-5	1.1	1.1	0.5	-12	-3	1
CCOC(=O)c1c(NC(=O)CSc2nnc(Cc3ccccc3)o2)sc(C)c1C	-8	2	-8	-7	1.1	1	14*	4	-8	1.1
CCOC(=O)N1CCc2c(sc3c2c(=O)n(Cc2ccccc2)c(=O)n3Cc2cccc(C)c2)C1	-8	12	-11	-5	1.1	0.8	3.7	17	-5	1.1
COCCNC(=O)CSc1cc(-c2ccccc2)c2ccc(OC)cc2n1	-4	13	-8	-5	1	1.1	0.0	-5	-10	1
CC1(C)OC(=O)C(=Cc2ccc(-c3ccc(Cl)c(C(=O)O)c3)o2)C(=O)O1	-1	-1	-12	-3	1	1	5.1	4	-12	1
O=C(c1cnc2n(c1=O)CCS2)N(c1ccccc1)C1CCCCC1	4	-5	10	0	1	1	1.4	-2	4	1
Cc1ccc(NC(=O)/C(C#N)=C/c2ccccc2C(F)(F)F)cc1	-2	6	-6	2	1	1.1	3.9	-11	10	1
O=C(NCCCN1CCOCC1)c1cccnc1SCc1ccccc1Cl	-4	6	-7	-4	1	1	0.1	1	-1	1
O=C(O/N=C1\CCS(=O)(=O)c2sccc21)c1c(F)cccc1F	36	-1	4	0	1	1.1	1.2	-6	9	0.6
Fc1cccc2sc(N3CCCCC3)nc12	18	2	-10	-2	1	0.9	2.1	9	-39	0.8
CC1(C)CC(=O)C/C(=N\NC(=O)C2CC23CCC3)C1 (stereo not given)	-3	1	6	-2	1	1.1	3.5	-10	6	1
Cc1ccc(NCc2nnc(SCC(=O)O)n2-c2ccc(C)cc2)cc1	82*	-5	-5	-3	1	1.2	0.0	-16	1	0.2
CCCCCn1c(=O)c(-c2nc3ccccc3c(=O)[nH]2)c(O)c2ccccc21	-5	-3	-10	0	1	0.9	4.3	9	2	1.1
C/C(=N/NC(=O)c1cn(-c2cccc(C)n2)cn1)c1ccc(C)cc1	-3	77*	-2	-3	1	1.1	0.9	-8	-16	1
CCC(C)NC(=O)c1cc2cc3ccc(OC)cc3nc2s1 (stereo not given)	59*	11	-5	-6	1.1	1.1	2.6	-7	-214	0.4
CCOc1ccc(C(=O)NC(=S)Nc2ccccc2OC)cc1[N+](=O)[O-]	-6	-1	-11	-2	1	1.1	3.4	-14	8	1.1
CC1=C(Sc2nc3ccccc3[nH]2)C(=O)NC(C)(C)C1	-5	-3	-4	-6	1.1	0.9	-1.2	11	48*	1.1
COc1ccc(CN(C(=O)c2ccc(-c3ccccc3)[nH]2)C(C(=O)NCC2CCCO2)c2ccc(C)o2)cc1 (stereo not given)	-9	26	-5	-6	1.1	0.9	5.7	7	-7	1.1

Sorted by molar mass (smallest number first): 12 of the compounds above
SMILES	FLuc inh counter	Lmaj promast	TNAP inh no acc	TNAP inh hiacc	TNAP act hi DEA	bIAP act	RAM network inh	bIAP inhibitor	APP 5UTR inh	FLuc act counter
Fc1cccc2sc(N3CCCCC3)nc12	18	2	-10	-2	1	0.9	2.1	9	-39	0.8
Cc1ccsc1/C=N/NC(=O)c1ccncc1	3	-2	-6	-5	1.1	1.1	0.5	-12	-3	1
CC1(C)CC(=O)C/C(=N\NC(=O)C2CC23CCC3)C1 (stereo not given)	-3	1	6	-2	1	1.1	3.5	-10	6	1
O=C(Cc1ccc([N+](=O)[O-])cc1)N/N=C/c1ccco1	-5	3	-5	0	1	1	0.5	0	-2	1.1
CCC(C)NC(=O)c1cc2cc3ccc(OC)cc3nc2s1 (stereo not given)	59*	11	-5	-6	1.1	1.1	2.6	-7	-214	0.4
Cc1ccc(NC(=O)/C(C#N)=C/c2ccccc2C(F)(F)F)cc1	-2	6	-6	2	1	1.1	3.9	-11	10	1
O=C(O/N=C1\CCS(=O)(=O)c2sccc21)c1c(F)cccc1F	36	-1	4	0	1	1.1	1.2	-6	9	0.6
Cc1ccc(NCc2nnc(SCC(=O)O)n2-c2ccc(C)cc2)cc1	82*	-5	-5	-3	1	1.2	0.0	-16	1	0.2
CCOc1ccc(C(=O)NC(=S)Nc2ccccc2OC)cc1[N+](=O)[O-]	-6	-1	-11	-2	1	1.1	3.4	-14	8	1.1
COCCNC(=O)CSc1cc(-c2ccccc2)c2ccc(OC)cc2n1	-4	13	-8	-5	1	1.1	0.0	-5	-10	1
CCOC(=O)N1CCc2c(sc3c2c(=O)n(Cc2ccccc2)c(=O)n3Cc2cccc(C)c2)C1	-8	12	-11	-5	1.1	0.8	3.7	17	-5	1.1
COc1ccc(CN(C(=O)c2ccc(-c3ccccc3)[nH]2)C(C(=O)NCC2CCCO2)c2ccc(C)o2)cc1 (stereo not given)	-9	26	-5	-6	1.1	0.9	5.7	7	-7	1.1
